Compound activity: PubChem, The Scripps Research Institute Molecular Screening Center
CHO parental Ca: ATP-evoked calcium signal inhibitors, parental CHO, primary screen, counter-screen for OX1R antagonist project, cell-based, fluorescence, Fluo-8 calcium dye | parental CHO-K1, ATP-induced calcium, Fluo-8 fluorescence | inhibition, % at 5.6 µM | 330,000 compounds, 0.63% hits | AID 463079, 2010;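 active = inhibition above that plate's mean sample inhibition plus 3 SD, cut at about 26% in these data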;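 note: 0% = ATP-challenged DMSO wells and 100% = DMSO wells without ATP; some compounds past the cut are filed as inactive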
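Material – parental CHO cells · Reagent – ATP stimulus · Compound – single nominal dose of 5.6 µM per compound · Detection – Fluo-8 fluorescence · Read-out basis – percent inhibition of calcium signal · Controls – ATP-challenged DMSO wells low, unchallenged DMSO wells high · Repeats – no replicates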
CHO-K1 Ca antag: M1 antagonist counterscreen hit in parental CHO-K1 cells | ATP-induced calcium, Fluo-8 fluorescence | inhibition, % at 3 µM | 360,000 compounds, 0.6% hits | AID 602250;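 active = inhibition above a per-plate cutoff, the plate's mean sample inhibition plus 3 SD, cut at about 24% in these data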;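 note: 0% = DMSO plus EC80 ATP and 100% = DMSO alone without ATP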
CHO-K1 Ca ag: counter-screen for M1 agonists: effect in parental CHO-K1 cells; Fluo-8 calcium fluorescence; scaled to maximal ATP response, vehicle zero; activation, % at 3 µM; 360,000 compounds, 0.48% hits; in the data active = activation above about 15%;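 note: untransfected CHO-K1 host cells lacking M1 receptor as counterscreen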
CHRM4 agonist: human M4 muscarinic receptor agonists, primary screen, CHO-K1 cells, Fluo-8 calcium fluorescence; AID 624127, 2012; Muscarinic acetylcholine receptor M4 (Homo sapiens), P08173; 360,000 compounds, 0.14% hits; CHO-K1 hM4/Gqi5; vehicle 0%, full acetylcholine response 100%; activation, % at 3 µM;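 active = activation above the run mean over all test wells plus 3 SD, cut at about 32% in these data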;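 note: peak over basal fluorescence ratio per well then scaled between controls; 0% = DMSO wells and 100% = acetylcholine at EC100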
CHRM1 agonist: human M1 muscarinic receptor agonists, primary screen, Fluo-8 calcium fluorescence, CHO-K1 cells, HTS; 360,000 compounds, 0.33% hits; Muscarinic acetylcholine receptor M1 (Homo sapiens), P11229; CHO-K1 hM1, agonist mode; 0% DMSO, 100% acetylcholine EC100; activation, % at 3 µM;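 active = activation above the run's mean compound activation plus 3 SD, cut at about 16% in these data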;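 note: peak over basal fluorescence ratio within a 140 s kinetic read after compound addition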
Target sequence (P11229 whole entry, looked up): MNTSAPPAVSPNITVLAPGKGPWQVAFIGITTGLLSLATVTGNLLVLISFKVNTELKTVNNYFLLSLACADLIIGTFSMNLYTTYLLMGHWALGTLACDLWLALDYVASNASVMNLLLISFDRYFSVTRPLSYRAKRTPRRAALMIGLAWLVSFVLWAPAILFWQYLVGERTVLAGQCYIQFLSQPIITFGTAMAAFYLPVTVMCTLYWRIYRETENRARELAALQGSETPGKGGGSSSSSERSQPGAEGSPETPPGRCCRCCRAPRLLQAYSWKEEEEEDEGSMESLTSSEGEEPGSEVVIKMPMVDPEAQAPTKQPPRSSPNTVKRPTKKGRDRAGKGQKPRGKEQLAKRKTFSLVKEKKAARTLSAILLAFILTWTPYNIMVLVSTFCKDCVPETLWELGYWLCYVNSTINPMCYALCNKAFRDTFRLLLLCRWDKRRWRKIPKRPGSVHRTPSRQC
M1 PAM: human M1 muscarinic receptor positive allosteric modulators, primary screen, CHO-K1 cells, Fluo-8 calcium fluorescence, 1536-well. Muscarinic acetylcholine receptor M1 (Homo sapiens), P11229. 360,000 compounds, 0.088% hits. activation, % at 3 µM. CHO-K1 hM1, ACh EC20; 0% = ACh EC20, 100% = maximal ACh; in the data active = activation above about 19%, passing the limit was not always enough
M1 antag: human M1 muscarinic receptor antagonists, primary screen, CHO-K1 cells, Fluo-8 calcium fluorescence, 1536-well; Muscarinic acetylcholine receptor M1 (Homo sapiens), P11229; CHO-K1 hM1, ACh EC80 antagonist; inhibition, % at 3 µM; 360,000 compounds, 1.3% hits; AID 588852, 2011;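 active = percent inhibition above its own plate's cutoff, namely the mean of that plate's compound wells plus 3 SD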;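 note: peak over basal fluorescence ratio during 140 s after agonist addition; 0% = ACh EC80 plus DMSO and 100% = DMSO alone without agonist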
CHRM4 antagonist: human M4 muscarinic receptor antagonists, primary screen, CHO cells, Fluo-8 calcium fluorescence. Muscarinic acetylcholine receptor M4 (Homo sapiens), P08173. CHO-hM4 cells, ACh EC80. inhibition, % at 3 µM. 360,000 compounds, 0.73% hits. AID 624125, 2012;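 active = inhibition above its plate's cutoff, the mean inhibition of sample wells plus 3 SD, cut at about 27% in these data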;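 note: 0% = acetylcholine EC80 with DMSO and 100% = DMSO without agonist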
OXTR potentiator: human OXTR potentiators, primary screen, fluorescence, CHO-OTR cells, Fluo-8 calcium; AID 2445, 2010; activation, % at 3 µM; Fluo-8 calcium fluorescence, potentiator mode; 0% = oxytocin EC15, 100% = EC100; 320,000 compounds, 0.061% hits;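 active = activation above that plate's cutoff, the mean activation of tested compounds plus 3 SD, cut at about 6.6% in these data, passing the limit was not always enough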;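 note: 100% uses oxytocin at 75 nM as the full agonist control; some results filed as inactive read as strong as hits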
Target sequence (P30559 whole entry, looked up): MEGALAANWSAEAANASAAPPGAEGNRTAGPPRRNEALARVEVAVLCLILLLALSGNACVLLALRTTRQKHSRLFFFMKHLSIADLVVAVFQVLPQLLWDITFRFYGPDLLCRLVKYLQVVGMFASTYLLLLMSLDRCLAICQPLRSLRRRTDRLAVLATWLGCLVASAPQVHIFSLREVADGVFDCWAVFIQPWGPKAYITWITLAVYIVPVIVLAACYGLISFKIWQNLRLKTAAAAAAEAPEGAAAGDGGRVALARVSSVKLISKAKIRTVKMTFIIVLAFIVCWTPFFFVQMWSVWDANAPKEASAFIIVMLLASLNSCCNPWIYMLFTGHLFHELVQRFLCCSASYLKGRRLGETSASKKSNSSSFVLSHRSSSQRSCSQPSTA
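Material: CHO-OTR cells, human receptor; compound dosing: single dose, 3.0 µM nominal final compound concentration; schedule: 6 min compound pre-incubation at room temperature, 100 s kinetic read; measured by: kinetic Fluo-8 calcium fluorescence; read-out basis: % activation vs EC15 and EC100 oxytocin; controls: EC15 oxytocin alone as 0%, 75 nM oxytocin as 100%; replicates: singlicate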
* marks the source's active call; other numbers are inactive results; . = not tested or not shown.

Results follow in this order: CHO parental Ca	CHO-K1 Ca antag	CHO-K1 Ca ag	CHRM4 agonist	CHRM1 agonist	M1 PAM	M1 antag	CHRM4 antagonist	OXTR potentiator
1: CCC(c1nnnn1CCc1ccccc1)N1CCN(C(=O)c2ccco2)CC1 (stereo not given)
  -16.1	-5.0	2.0	0.2	-4.9	-4.5	5.2	8.5	-4.6
2: O=c1[nH]cc(COCC(F)CCl)c(=O)[nH]1 (stereo not given)
  -6.1	11.4	-0.3	-0.6	-3.8	-1.6	1.6	-3.5	-10.7
3: OC(COCc1ccc2c(c1)OCO2)CN1CCCCC1 (stereo not given)
  13.2	-17.3	0.6	0.0	-5.6	-3.1	8.1	-12.6	-5.2
4: Nc1ccc(C(=O)Nc2ccc3c(O)cc(S(=O)(=O)O)cc3c2)cc1
  .	-1.1	-0.2	0.9	-1.2	2.8	-7.8	0.2	.
5: CN(Cc1ccccc1)C(=O)COc1cccnc1[N+](=O)[O-]
  -5.2	-3.8	0.1	1.3	-3.0	11.7	-14.2	6.5	-12.3
6: Cc1cc(=O)[nH]c(SCc2ccc(Cl)cc2)n1
  1.8	0.4	0.8	-0.5	0.8	8.7	-18.6	8.3	-8.4
7: Cc1ccc(C(=O)OCC(=O)Nc2ccc3[nH]c(=O)[nH]c3c2)cc1[N+](=O)[O-]
  3.9	-10.1	8.3	0.7	-3.5	7.4	-8.3	-4.7	-12.4
8: CCCn1c(SC(C)C(=O)NCC2CCCO2)nc2sc3c(c2c1=O)CCC3 (stereo not given)
  -21.8	3.8	0.1	2.4	-2.6	2.8	-16.2	-14.3	-9.7
9: CCOC(=O)c1c(C)[nH]c(C2=NNC(=NC3CC3)SC2)c1C
  -21.9	6.7	0.2	0.2	-1.8	5.2	-2.0	3.3	-5.7
10: Cc1cc(N2CCCC2)nc2ccc(NC(=S)NC(C)C)cc12
  -8.8	-7.9	-0.4	1.0	-9.1	6.4	-10.3	6.2	0.3
11: CCOC(=O)c1cnc2cc(-c3ccc(C(C)(C)C)cc3)nn2c1N
  -2.5	-9.4	0.3	0.7	-1.9	8.7	-5.0	-7.4	-5.0
12: COc1ccc(OCC(=O)NNC(=S)NC(=O)c2ccc([N+](=O)[O-])cc2)cc1
  -4.6	-13.4	0.6	0.5	-3.8	-0.6	4.3	17.0	-2.5
13: CCOc1ccc(-c2cccc(NS(=O)(=O)c3cccc([N+](=O)[O-])c3)c2)nn1
  .	-16.2	1.2	6.3	-3.1	7.1	-17.7	-28.4	.
14: CCOC(=O)C1CCCN(c2c(N3CCN(c4cccc(Cl)c4)CC3)c(=O)c2=O)C1 (stereo not given)
  -7.2	-3.9	0.3	0.6	0.4	10.6	-6.4	-4.7	-1.5
15: Cc1ccc(CNC(=O)COC(=O)[C@@H]2CC(O)CN2S(=O)(=O)c2ccc3c(c2)OCCO3)cc1 (stereo not given in full)
  -16.1	-3.3	-0.5	0.7	-4.4	14.4	-7.3	0.1	-2.8
16: CC1(C)CC(=O)C(C(=S)Nc2ccccc2)=C(NCCN2CCOCC2)C1
  -0.1	8.4	-0.3	0.2	-4.9	-0.7	0.5	9.6	2.2
17: COc1ccc(OC)c(-c2nn(-c3ccccc3)cc2C(=O)NCC(c2ccco2)N2CCCC2)c1 (stereo not given)
  -16.3	-16.5	0.8	0.8	-8.0	2.7	-8.0	0.1	-2.5
18: O=C(CSc1nc2ccccc2c(=O)n1-c1ccccc1)N1CCC1
  -5.0	-13.3	1.6	1.8	-13.5	6.6	-2.7	4.3	-22.2
19: COc1ccc(NC(=O)c2nnn(Cc3ccc(SC)cc3)c2N)c(OC)c1
  -12.4	1.9	12.7	12.1	12.6	-1.2	13.1	-4.7	-6.7
20: Cc1ccccc1S(=O)(=O)c1c(C)cc(C)n(C(C)C)c1=O
  6.9	-8.1	0.2	-0.3	-1.3	6.5	-30.1	-10.5	4.5
21: COc1cccc(/C=C/C(=O)NNC(=O)CCN2CCN(Cc3ccccc3)CC2)c1
  -0.5	-15.7	1.3	2.2	-2.5	2.7	-4.6	-4.5	-5.4
22: CCOC(=O)N1CCN(Cc2ccc(OCC(O)CN3CCCCC3)cc2)CC1 (stereo not given)
  -4.9	-5.5	0.1	0.9	-4.3	-0.3	-3.5	3.1	3.5
23: Cc1cccc(-c2cc(N)n(-c3ccccc3)n2)c1
  .	-16.9	-0.5	-0.4	0.0	0.4	2.3	-11.2	.
24: CC(C)(C)c1ccc(/C=C/C(=O)N2CCCCC2)cc1
  .	21.2	0.5	-0.1	-3.0	-4.1	1.3	-8.1	.
25: OCc1nc2ccccc2n1CCc1ccccc1
  -7.2	-10.4	-0.1	0.4	-2.5	8.1	-9.8	-8.3	-18.0
26: Cc1c(C(=O)Nc2ccccn2)oc2ccccc12
  -7.2	-7.5	0.2	3.5	-0.3	7.4	-0.6	-4.8	-3.7
27: CCCCc1nnc(NC(=O)CS(=O)(=O)Cc2ccccc2)s1
  -14.7	-40.7	0.4	0.8	-1.7	4.1	-5.3	-14.2	-1.0
28: CCSc1nnc2c(n1)[nH]c1c(C)cccc12
  1.0	-26.8	6.4	4.8	-4.3	-6.6	7.2	-6.9	-4.0
29: CCC(=O)Nc1ccc2c(c1)ncn2CCc1ccccc1
  -1.5	-7.1	0.5	2.0	-0.4	6.2	-13.3	1.4	-12.6
30: CCCCCOC(=O)C1C2C=CC3(CN(c4ccccc4C)C(=O)C13)O2 (stereo not given)
  -9.9	3.4	0.1	0.7	-5.3	3.9	-3.5	-19.6	2.2
31: COc1ccccc1NS(=O)(=O)c1ccc2oc(SCC(=O)N3CCNC3=O)nc2c1
  -7.4	-14.7	12.0	23.4	-0.5	-9.2	6.5	11.7	-7.2
32: N#Cc1ccccc1NC(=O)CNc1ccccc1N1CCCCC1
  -16.4	-0.7	0.0	-2.8	-6.5	2.1	-6.2	-23.1	4.2
33: COC(=O)c1ccccc1NC(=O)CSc1nc2ccsc2c(=O)n1Cc1ccc(C(=O)O)cc1
  .	-12.6	0.8	1.9	-1.6	6.7	-17.2	-11.0	.
34: CCOc1ccc(NC(=O)c2ccc(F)c(S(=O)(=O)N3CCN(c4ccccn4)CC3)c2)cc1
  8.0	-18.2	3.8	1.5	-3.1	-9.8	13.6	-1.7	-9.6
35: Cc1ccccc1S(=O)(=O)Nc1ncc(C(F)(F)F)cc1Cl
  -21.2	-12.2	3.5	2.1	-2.3	12.6	-4.7	-5.0	-10.5
36: C=CCOc1ccc(CNC(C)(C)C)cc1OC
  -3.9	-14.6	0.5	0.6	-4.2	7.8	-9.1	10.6	0.9
37: COCCN(C(=O)CSc1nnc(C)n1-c1ccccc1)c1c(N)n(Cc2ccccc2)c(=O)[nH]c1=O
  -7.7	-1.8	0.2	0.2	-6.1	2.9	2.8	-1.2	-3.7
38: O=c1c2cc(NC(=S)NCCN3CCCCCC3)ccc2nc2n1CCCCC2
  -13.6	-5.3	-0.3	0.1	-8.5	-14.7	13.3	12.7	-4.4
39: CC1(NC(=S)Nc2ccc3ccccc3c2)CCS(=O)(=O)C1 (stereo not given)
  -1.1	8.8	0.5	1.7	-2.9	5.8	-10.0	5.7	-12.2
40: CN(c1ccc(F)cc1)S(=O)(=O)c1ccc(Cl)c(C(=O)OCC(=O)NC2CC2)c1
  -10.2	-20.9	3.1	5.1	-5.1	3.1	-11.3	-0.7	-8.9
41: COc1cccc(O)c1CN1CCC(C(=O)Nc2ccc(-c3cccc(C)c3)cc2)CC1
  1.2	-6.9	4.6	22.7	0.9	8.8	-10.1	15.2	-5.9
42: Cc1cc(=O)[nH]c(N/N=C/c2ccc(Cl)cc2Cl)n1
  -4.8	-5.9	0.1	1.6	-0.5	-2.6	-0.6	3.9	-12.1
43: Cn1c(CC(=O)Nc2ccc(Cl)cc2)nnc1SCC(=O)N1CCOCC1
  -3.6	-9.8	2.5	0.7	-1.6	3.0	-1.4	1.8	4.6
44: Cc1cc(N2C(=O)C(O)=C(C(=O)c3cccs3)C2c2cccc(Br)c2)no1 (stereo not given)
  -12.6	-2.4	-0.1	1.4	-1.2	3.0	-14.1	-23.9	-9.3
45: Cc1c(C)c2ccc(OC(C)C(=O)NCCCN3CCOCC3)c(C)c2oc1=O (stereo not given)
  -9.9	1.9	0.2	2.1	-2.1	1.3	-1.7	-4.4	-3.2
46: COC(=O)c1[nH]c2cccc(OC)c2c1NC(=O)CCN1CCC(C)CC1
  -8.7	3.4	-0.1	-0.2	-6.2	9.0	-12.9	-2.1	-10.6
47: CCOc1ccccc1N1CCN(C(=O)c2cc[n+]([O-])cc2)CC1
  -18.7	-4.6	-0.5	0.2	-3.0	-0.5	-19.1	-0.1	1.6
48: CCOC(=O)CNC(=O)CSc1nnc(-c2ccccc2OC)n1CC
  -8.5	0.1	7.7	0.1	1.2	9.2	-18.3	-7.8	-2.3
49: CC1=C(C(=O)OCC2CCCO2)C(c2ccsc2)C2=C(CC(C)(C)CC2=O)N1 (stereo not given)
  -20.0	-13.9	0.2	1.1	-1.9	12.4	-10.4	-4.3	-5.1
